Compound activity (PubChem BioAssay)
NALP1 inh = inhibitors of NALP1 inflammasome in yeast | S. cerevisiae NALP1/ASC/caspase-1 growth, X-gal OD620, 72 h | AID 2071 | inhibition, % at 10 µM | 0.61% of 280,000 active; in the data active = inhibition mostly above about 24%, no sharp cut-off; inactive = mostly below about 32%; also: some compounds called inactive have numbers as strong as hits
PHOSPHO1 inh = inhibitors of human PHOSPHO1 phosphatase | inhibition, % at 13.3 µM | 1.1% of 290,000 active | recombinant PHOSPHO1, absorbance phosphatase assay; in the data active = inhibition above about 60%
M18AAP inhibitor = blocks P. falciparum M18 aspartyl aminopeptidase; inhibition, % at 7.35 µM; recombinant PfM18AAP, H-Glu-NHMec fluorogenic cleavage; 1.2% of 290,000 active;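 active = inhibition above the campaign mean inhibition over all tested compounds plus 3 SD, cut at about 28% in these data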;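 also: 0% = plate median of test compound wells and 100% = 2 mM ZnCl2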
IDE cell activ = IDE (human) activation, cell-based. P14735. HEK cells, FAbeta-B cleavage, fluorescence polarization; 0% vehicle, 100% cell-free pure enzyme wells. activation, % at 5.96 µM. 0.073% of 340,000 active. AID 493087;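 active = activation above the mean of all tested compounds plus 3 SD, set per screening campaign, cut at about 17% in these data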
Target sequence (P14735 whole entry, looked up): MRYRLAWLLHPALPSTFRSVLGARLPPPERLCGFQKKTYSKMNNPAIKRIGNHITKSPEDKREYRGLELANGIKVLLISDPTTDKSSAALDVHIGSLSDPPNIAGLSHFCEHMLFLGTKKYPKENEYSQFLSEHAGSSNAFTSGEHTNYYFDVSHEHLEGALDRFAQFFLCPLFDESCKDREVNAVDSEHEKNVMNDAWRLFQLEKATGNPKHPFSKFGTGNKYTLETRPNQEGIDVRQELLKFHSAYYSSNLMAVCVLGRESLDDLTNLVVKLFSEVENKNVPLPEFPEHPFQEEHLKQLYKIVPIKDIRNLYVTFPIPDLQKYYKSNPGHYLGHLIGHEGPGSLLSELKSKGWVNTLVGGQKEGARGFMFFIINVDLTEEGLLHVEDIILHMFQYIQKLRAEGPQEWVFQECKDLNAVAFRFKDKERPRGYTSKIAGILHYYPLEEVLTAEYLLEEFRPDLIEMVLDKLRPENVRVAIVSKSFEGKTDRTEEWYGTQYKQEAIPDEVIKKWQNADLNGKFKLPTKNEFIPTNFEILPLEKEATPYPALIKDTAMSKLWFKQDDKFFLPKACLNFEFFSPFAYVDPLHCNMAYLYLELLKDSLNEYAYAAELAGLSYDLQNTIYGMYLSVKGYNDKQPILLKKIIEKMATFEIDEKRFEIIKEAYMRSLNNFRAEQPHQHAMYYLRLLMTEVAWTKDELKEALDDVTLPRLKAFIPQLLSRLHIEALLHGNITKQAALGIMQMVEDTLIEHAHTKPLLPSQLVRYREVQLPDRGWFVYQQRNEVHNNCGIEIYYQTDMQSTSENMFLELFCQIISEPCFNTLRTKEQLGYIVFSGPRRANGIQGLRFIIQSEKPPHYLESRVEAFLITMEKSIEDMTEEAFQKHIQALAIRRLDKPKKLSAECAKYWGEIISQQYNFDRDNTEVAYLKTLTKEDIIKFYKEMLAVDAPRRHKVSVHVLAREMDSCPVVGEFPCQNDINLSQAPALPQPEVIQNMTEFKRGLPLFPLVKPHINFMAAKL
p-CIP stab down = p/CIP protein destabilization; Q05BA5; F442A p/CIP-EGFP cells, EGFP fluorescence, 16 h; 0.01% of 290,000 active; decrease of EGFP signal, % at 10 µM; AID 1984;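 active = EGFP signal decrease of at least 30% at 10 µM or well 3 SD below plate mean, unless failing retest; inactive = the rest, including hits failing retest or dose response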; also: some compounds called inactive have numbers as strong as hits; many of its hits are not listed in these tables
IDE inh = cellular human IDE inhibition; P14735; HEK cells, FAbetaB cleavage, fluorescence polarization; inhibition, % at 5.59 µM; 0.41% of 320,000 active; AID 434962;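 active = percent inhibition above the average of all tested compounds plus 3 SD, set per screening campaign, cut at about 16% in these data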;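 also: IDE supplied by intact live HEK cells; FP after avidin binding of uncleaved biotin substrate so inhibition keeps polarization high; 0% = DMSO wells and 100% = 60 µM reference IDE inhibitor Ii1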
VIM-2 inh = blocks Pseudomonas aeruginosa VIM-2 metallo-beta-lactamase. purified VIM-2, nitrocefin hydrolysis, epi-absorbance fluorescence. inhibition, % at 5.6 µM. 0.89% of 290,000 active;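 active = inhibition above the mean of all tested compounds plus 3 SD, cutoff set per screening run, cut at about 7.5% in these data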;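 also: red hydrolysis product quenches plate fluorescence so inhibitors raise well fluorescence; 0% = enzyme with DMSO and 100% = DMSO without enzyme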
IMP-1 inh = blocks Pseudomonas aeruginosa IMP-1 metallo-beta-lactamase; purified IMP-1, nitrocefin hydrolysis, epi-absorbance fluorescence; inhibition, % at 5.6 µM; 0.45% of 290,000 active;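 active = inhibition above the mean plus 3 SD of all compounds in the same screening run, cut at about 4.5% in these data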;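 also: 0% = IMP-1 with DMSO and 100% = DMSO wells lacking enzyme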
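Assay system: purified IMP-1; Quantity: IMP-1 0.2 nM before substrate addition; Medium: HEPES buffer pH 7.1 with ZnSO4 and Brij 35; Incubation: 15 min enzyme–compound preincubation, then 25 min nitrocefin reaction, 25 °C; Signal: fluorescence quenching readout, ex 480/em 530 nm; Controls: DMSO with and without IMP-1; Repeats: singlicate testing.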
GPR7 antag = antagonists of human GPR7 (neuropeptides B/W receptor 1) | P48145 | GPR7-expressing cells, fluorescence antagonist assay | inhibition, % at 4.4 µM | 1.1% of 290,000 active; in the data active = inhibition above about 16%, passing the limit was not always enough;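 also: cells stimulated with the agonist NPW; 0% = agonist with vehicle and 100% = vehicle without agonist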
An asterisk follows results filed as active; / = no result given.

SMILES	NALP1 inh	PHOSPHO1 inh	M18AAP inhibitor	IDE cell activ	p-CIP stab down	IDE inh	VIM-2 inh	IMP-1 inh	GPR7 antag
CCCN(CCC)CCNC(=O)C1CC(=O)N(c2ccc(OC)cc2)C1c1ccc(OC)cc1 (stereo not drawn)	-1	-16	-12	3	-7	2	0.8	-0.3	-5
COc1ccccc1N(C(=O)CNC(=O)c1ccco1)C(C(=O)NC1CCCCC1)c1ccncc1 (stereo not drawn)	2	4	-5	-2	-4	10	-0.3	-5.3	-4
CCOC(=O)CC(NS(=O)(=O)c1ccc(OC)c(OC)c1)c1cccc([N+](=O)[O-])c1 (stereo not drawn)	29	0	4	-1	-16	8	-0.5	-1.5	1
O=C1CCN=C(Nc2ccc(F)cc2)N1Cc1ccccc1	26	45	0	5	2	0	-4.7	-3.1	-10
CC(C)c1ccc(C(=O)NCCCN2CCN(CCCNC(=O)c3ccc(C(C)C)cc3)CC2)cc1	15	-12	0	1	-2	-1	-2.9	-1.1	0
O=S(=O)(/N=C(/Nc1cccc2ccccc12)c1ccccc1)c1ccc(Br)cc1	8	30	-4	-2	-6	6	-0.4	-3.0	-10
COc1cc(/C=N/Nc2nncn2/N=C/c2ccc(O)c(OC)c2)ccc1O	-38	-5	63*	3	-6	5	0.5	-1.9	0
C=CCC(NC(C)c1ccccc1)c1ccco1 (stereo not drawn)	8	44	-8	5	-12	1	1.5	8.4*	12
COc1ccccc1CN1CC(C(=O)N2CCC(C(=O)c3ccccc3)CC2)CCC1=O (stereo not drawn)	2	33	0	-1	-36	5	-2.2	-0.2	-3
COc1cccc(CNCc2ccccc2Br)c1OC	17	14	6	7	-9	4	-3.2	-2.1	-5
CCc1ccc(S(=O)(=O)N2CCN(C(=O)c3cccnc3)CC2)cc1	5	36	-6	-1	-3	-1	-1.4	-1.8	-13
O=C(c1nc2ccccn2c1CNCC1OCCc2ccccc21)N1CCOCC1 (stereo not drawn)	-2	-6	3	4	-10	3	-2.8	-2.5	-12
CCN(C(=O)CCS(=O)(=O)c1ccc(Br)cc1)c1ccc2c(c1)OCO2	2	-23	-14	-1	-4	-3	-2.1	-2.2	8
O=C(CN1C(=O)c2cccc3cccc(c23)C1=O)N1CCN(Cc2ccc3c(c2)OCO3)CC1	44	7	-7	2	2	0	1.9	-3.2	-1
COc1ccc(-n2c(SCCC(=O)O)nnc2-c2ccncc2)cc1	-3	17	3	-1	-5	2	-3.9	-3.0	-11
CC(C)(C)c1ccc(-c2nc(O)c(CC(=O)O)s2)cc1	-9	52	0	/	-4	4	-1.5	0.3	-4
CCNC(=O)COc1cccc(C(=O)NCc2ccccc2)c1	24	-3	1	-3	-10	0	0.8	-4.5	-1
Cc1ccc(C(C(=O)NC2CCCC2)N(C(=O)Cc2cccs2)c2ccc3c(c2)OCCO3)cc1 (stereo not drawn)	37	14	2	1	14	7	-2.0	-3.1	-16
CC1=C(C)CC(C(=O)NCCc2ccccc2)C(C(=O)O)C1 (stereo not drawn)	-2	11	-1	-2	-4	-1	0.5	0.1	-11
CCCN(CC(=O)Nc1ccc(NC(C)=O)cc1)CC(=O)Nc1ccc(F)c(F)c1F	3	20	-1	0	-27	6	-4.5	-5.4	2
CCOc1ccc(N2C(=O)CC(n3nc(C)cc3C)C2=O)cc1 (stereo not drawn)	8	17	-8	3	-7	5	-2.0	3.0	-1
CC(=O)c1ccccc1OCCOc1ccccc1C(C)=O	7	24	-2	5	-12	-3	-0.7	-2.6	-7
CC(=O)N1CC(C)Sc2ccc(S(=O)(=O)N3CCCCC3)cc21 (stereo not drawn)	8	3	-3	6	-9	4	-2.5	-3.2	-3
CC(Sc1nnc(Cn2c(=O)sc3ccccc32)n1C)c1ccccc1 (stereo not drawn)	6	-7	6	8	1	2	-1.5	-3.2	13
O=C(Nc1ccccc1C(=O)NCc1ccccc1)c1ccccc1Br	30	-8	-2	-2	-2	3	-1.3	-0.3	-11
COc1ccc(F)c(CN2CCCC(CNS(=O)(=O)c3cccc4cccnc34)C2)c1 (stereo not drawn)	11	24	0	1	12	3	0.4	-3.3	1
CCOc1ccccc1C(=O)Nc1ccc(-c2nnc(-c3ccc(C)cc3)o2)cc1	/	/	13	/	/	/	0.4	-0.9	-15
O=C(Nc1cccc(-c2nc3ncccc3o2)c1)c1cc2ccccc2o1	46	11	2	-5	-2	13	-5.6	-3.5	-9
O=C(CN(C(=O)c1csnn1)c1ccccc1F)NC1CCCCC1	15	35	3	0	0	0	-3.5	0.6	5
Cc1[nH]c2ccccc2c1C(=O)C(=O)Nc1ccc2c(c1)OCCO2	-6	51	1	2	-17	6	-2.2	-4.6	-3
O=C1c2ccccc2N2C(=O)c3ccccc3[C@H]2N1c1ccccc1	-4	5	2	-2	3	6	-1.7	-3.5	-13
CSc1cccc(NC(=O)C2CCN(S(=O)(=O)c3cnc[nH]3)CC2)c1	-18	17	-3	5	15	7	-3.9	-1.7	8
CCOc1cc(S(=O)(=O)N2CCN(c3ccc(F)cc3)CC2)c(OCC)cc1-n1cnnn1	-10	-7	4	6	6	-4	0.2	-1.8	5
O=C(O)CC(NC(=O)C12CC3CC(CC(C3)C1)C2)c1cccc([N+](=O)[O-])c1 (stereo not drawn)	36	-26	1	-2	11	0	-0.4	-0.3	-10
CC1Cc2ccccc2N1C(=O)Cn1c(=O)oc2cc(S(=O)(=O)NC3CCCC3)ccc21 (stereo not drawn)	-11	26	-8	7	-10	6	-2.9	-0.3	17
CC(C)N1CCN(Cc2ccc(-c3ccccc3)cc2)CC1CCO (stereo not drawn)	5	45	9	5	-1	0	-2.1	-4.7	-4
CC(C)CC1=NN(C(=O)c2ccncc2)C(O)(C(F)(F)F)C1 (stereo not drawn)	23	1	0	-1	-14	-5	-4.4	-2.7	-4
COc1ccc(C2=NOC(C(=O)Nc3ccc4c(c3)OCO4)C2)cc1 (stereo not drawn)	8	24	-1	0	4	/	-1.9	-2.1	24
CN(CC(=O)NC1CCCCCCC1)S(=O)(=O)c1cccc2cccnc12	-2	-7	-7	2	-16	4	0.7	-4.5	0
O=C(O)C1=C[C@H](c2ccc(C(F)(F)F)cc2)C[C@H](OCc2ccc(CO)cc2)O1	22*	-12	6	-1	7	5	-0.3	-1.7	-15
COC(=O)/C=C(\Oc1ccccc1)C1(O)CCCCC1	12	12	9	1	-15	4	-1.4	-1.9	-3
Cc1cccc(NC(=O)CSc2nnc(CNC(=O)c3ccco3)n2C)c1	5	36	-5	4	-11	1	-1.0	-3.8	-15
CC(C)CCN1CCN(Cc2cccn2-c2ccc(Cl)cn2)CC1CCO (stereo not drawn)	6	41	-9	3	-10	5	-1.1	-2.8	-1
C/C(CC(=O)Nc1ccc(N(C)C)cc1)=N\NC(=O)c1ccc(Cl)cc1Cl	6	3	6	1	-16	-1	-1.6	-5.7	-21
S=C1NC2(CCCCC2)Cc2ccccc21	0	-2	3	10	-5	-16	-4.4	-2.8	-3
Cc1cc(C)n(CCN(C)C(=O)C2CCC(=O)N(CCc3cccc(F)c3)C2)n1 (stereo not drawn)	26	64*	1	5	-13	1	-1.8	-1.4	-15
O=C(CSc1n[nH]c(=O)n1Cc1ccco1)c1ccc2c(c1)OCCO2	-1	/	-2	2	1	0	-1.3	3.0	3
Cc1ccc2nc(C(O)C(O)c3nc4ccc(C)cc4[nH]3)[nH]c2c1 (stereo not drawn)	21	-29	-1	4	-12	4	-2.6	-2.8	-3
Cc1ccc(Nc2nc(-c3ccc(F)cc3)cs2)nc1	-1	45	-3	-2	-5	/	-1.4	-3.8	-17
Cc1ccc2c(c1)Oc1ccc(NC(=O)CCl)cc1C(=O)N2	12	-20	-10	0	-5	2	0.6	-0.9	9
O=[N+]([O-])c1c(-c2cn[nH]c2)n[nH]c1-c1cn[nH]c1	/	19	11	-6	0	6	-3.1	-2.8	-16
O=C(CSc1ccccc1)Nc1cc(Cl)ccc1Oc1ccccc1	17	-11	0	-2	-10	8	1.5	0.8	2
Cn1c(CCNC(=O)C2CCCCC2)nc2cc(NC(=O)c3cccs3)ccc21	24	48	-1	3	-15	/	0.2	-0.1	-11
CSc1nn2c(C(F)(F)F)cc(C(F)(F)F)nc2c1C(=O)O	24	12	-16	1	-1	4	2.3	0.6	-4
COc1cccc(C(=O)Nc2cnn(C(C)C)c2)c1	9	-14	-4	-1	0	3	-0.6	-2.0	-3
CCn1c2ccccc2c2nc3cc(S(=O)(=O)N4CCOCC4)ccc3nc21	13	41	3	-5	-19	/	3.9	-2.2	-15
CCOC(=O)CN(C(=O)CSc1nnc(Cc2ccccc2)n1-c1ccc(C)cc1)c1ccccc1	-50	-10	-4	3	-9	6	-0.1	0.5	-10
COC(=O)c1ccncc1C(=O)Nc1ccc(Oc2ncc(C(F)(F)F)cc2Cl)cc1	4	/	5	2	-9	3	-4.1	-3.0	-4
COc1ccc(CCN2C(=O)CC(NNC(=O)c3ccccc3Br)C2=O)cc1 (stereo not drawn)	3	3	-9	1	2	8	-3.9	-2.5	-10
COc1ccc(CN2CCN(CC=C(C)C)C(CCO)C2)cc1Cn1cncn1 (stereo not drawn)	10	30	1	4	-7	-3	-0.5	-2.4	-10

Remaining list, next part
SMILES	NALP1 inh	PHOSPHO1 inh	M18AAP inhibitor	IDE cell activ	p-CIP stab down	IDE inh	VIM-2 inh	IMP-1 inh	GPR7 antag
CCN(CC)CCN(C(=O)c1ccc(C(=O)c2ccccc2)cc1)c1nc2cc3c(cc2s1)OCO3	14	29	3	-1	8	4	-1.5	-4.2	-5
Cc1ccc(S(=O)(=O)N(C)/N=C/C=C/c2ccccc2)cc1	16	-2	1	6	0	1	-3.2	-4.1	-13
CCCCNC(=O)c1ccc(CS(=O)(=O)c2ccc(C)cc2)o1	18	33	-22	3	-3	-3	1.7	-2.1	4
Cn1cccc1CC(=O)N/N=C/c1cccc2ccccc12	23	18	6	-3	7	2	-2.4	-2.9	2
CCOC(=O)c1[nH]c2ccccc2c1NC(=S)Nc1ccccc1	20	-4	1	1	4	-4	-1.3	-3.5	-10
CCOC(=O)C1CCN(C(=O)c2cc3cc(C)ccc3[nH]2)CC1	-5	39	3	4	-1	-1	1.5	-2.2	-4
Cc1ccccc1-n1c(SCC(=O)N2CCN(c3ccccc3)CC2)nnc1-c1ccncc1	-33	66*	16	-14	0	14	-2.3	-3.5	13
O=C(Cn1nc(Cc2cccnc2)c2ccccc2c1=O)N1CCN(C(=O)c2ccco2)CC1	16	-14	7	6	6	0	-4.4	-5.3	-12

Arranged by formula weight (falling): 5 of the compounds above
SMILES	NALP1 inh	PHOSPHO1 inh	M18AAP inhibitor	IDE cell activ	p-CIP stab down	IDE inh	VIM-2 inh	IMP-1 inh	GPR7 antag
Cc1cc(C)n(CCN(C)C(=O)C2CCC(=O)N(CCc3cccc(F)c3)C2)n1 (stereo not drawn)	26	64*	1	5	-13	1	-1.8	-1.4	-15
CC(Sc1nnc(Cn2c(=O)sc3ccccc32)n1C)c1ccccc1 (stereo not drawn)	6	-7	6	8	1	2	-1.5	-3.2	13
CSc1nn2c(C(F)(F)F)cc(C(F)(F)F)nc2c1C(=O)O	24	12	-16	1	-1	4	2.3	0.6	-4
COc1cccc(CNCc2ccccc2Br)c1OC	17	14	6	7	-9	4	-3.2	-2.1	-5
CCOc1ccc(N2C(=O)CC(n3nc(C)cc3C)C2=O)cc1 (stereo not drawn)	8	17	-8	3	-7	5	-2.0	3.0	-1
